# Compound activity (PubChem)
# IEC-6 cytotox: IEC-6 cytotoxicity, counter-screen for KLF5 inhibitors; luminescence viability; inhibition, % at 5 µM; actives 0.78% (n = 290,000); AID 1825; in the data active = inhibition above about 22%;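 also: 0% = plate median of test compound wells and 100% = cytotoxic reference compound wells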
# aSyn UTR inh: 5' untranslated region of α-synuclein, MLPCN primary screen; alpha-synuclein 5'UTR reporter, inhibitor activity; AID 1813; inhibition, % (tested at 7.5 µM); actives 0.82% (n = 300,000); in the data active = inhibition above about 60%; inconclusive = no clear call, values can overlap the other calls;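 also: H4 neuroglioblastoma cells stably carrying SNCA 5'UTR luciferase fusion; 0% = DMSO wells and 100% = positive control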
# HSF1 inhib: HSF1 inhibition; NIH3T3-HGL HSE-luciferase, MG132-induced, luminescence 8 h; active compounds read low; actives 0.77% (n = 300,000); activity change, negative = inhibition, % at 7.5 µM (by protocol); AID 2098;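 active = more than half of replicate wells show activity change below -50%, luminescence cut by over half; inconclusive = some wells, but at most half, below -50%; inactive = no replicate well below -50%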;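 also: luciferase reports HSF-1 transcriptional activity via heat shock element; 0% = median of DMSO wells and -100% = zero luminescence signal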
# HSF1 activator: increases HSF-1 driven luciferase reporter signal. NIH3T3-HGL HSF-1 luciferase reporter, MG132, 8 h; 100% = twice DMSO control signal. activation, % at 9 µM. actives 1.7% (n = 300,000). AID 504408;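 active = mean replicate activation of at least 50% with a set share of replicates each reaching 50%; inconclusive = only one of those two conditions met; inactive = mean below 50% and too few replicates reaching it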;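 also: 0% = median of the neutral control wells and 100% = twice that signal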
# AI-2 QS modul: modulates the Vibrio harveyi AI-2 quorum sensing system; Vibrio harveyi JMH597 AI-2 luminescence/OD600 ratio, 9 h; active compounds read low; strain lacks LuxN and CqsS sensors; 0 = neutral-control median; activity change, % at 7.5 µM; actives 0.4% (n = 300,000); AID 2094; in the data active = activity change below about -75%, passing the limit was not always enough; inconclusive = no clear call, values can overlap the other calls;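 also: luminescence divided by OD600 gain over 9 h not by final OD600 alone; inactives centre near 13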
# SKKanGAS inh: inhibitors of SKKanGAS S. pyogenes growth in kanamycin (SK-promoter or general growth effect). AID 1662. inhibition, % at 7.5 µM. actives 1.3% (n = 300,000). BacTiter-Glo, 6 h;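 active = mean replicate score, as percent of positive control median, at least 50; inconclusive = mean below 50 but one replicate at or above 50; inactive = mean and every replicate below 50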;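 also: strain carries kanamycin resistance gene driven by streptokinase promoter and grows in 40 µg/ml kanamycin; loss of luminescence reflects streptokinase promoter inhibition or plain growth inhibition; 0% = median of DMSO wells and 100% = positive control at its reference dose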
# HIF act: HIF pathway transcriptional activation; actives 0.32% (n = 300,000); U2OS HRE-luciferase reporter, luminescence; normalized: DMSO 0%, desferrioxamine 100%; activation, % at 7.5 µM (by protocol);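 active = mean activation of at least 10% of the iron chelator positive control signal, with at least half of replicates also reaching 10%; inconclusive = mean and replicate majority disagree about reaching 10%; inactive = mean and most replicates under 10%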
# HSP90 refold inh: HSP90 refolding inhibition in rabbit reticulocyte lysate | luciferase refolding luminescence, 3 h | inhibition, % at 5.6 µM | actives 0.91% (n = 290,000) | AID 1789;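 active = inhibition above the screen-wide mean plus 3 SD, computed separately per campaign, cut at about 16% in these data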;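 also: 0% = DMSO wells and 100% = 60 µM geldanamycin wells; inhibitors lower the luminescence because luciferase stays unfolded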
# KLF5 inh: suppresses KLF5 promoter-driven expression. DLD-1 KLF5 promoter-luciferase reporter, luminescence. inhibition, % at 5 µM. actives 0.23% (n = 290,000);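 active = inhibition above a per-plate limit of that plate's mean compound inhibition plus 3 SD, cut at about 60% in these data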;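 also: 0% = DMSO wells and 100% = LY294002 at 200 µM; higher means less KLF5 promoter-driven luciferase light; inactives centre near -14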
# Platelet DG rel: modulates dense granule release in human platelets. human platelet-rich plasma, SFLLRN dense granule ATP release, luminescence. inhibition, %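 (compounds screened at 7.5 µM in platelet-rich plasma)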. actives 0.22% (n = 300,000). AID 1663;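 active = mean replicate score, as percent of positive control, at or above 50; inconclusive = mean below 50 but at least one replicate at or above 50; inactive = mean and every replicate below 50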
# The depositor's hits bear a star; ? = inconclusive; nt = not tested or not shown. An unsorted share of the library (roughly 6% active in at least one column).
SMILES,IEC-6 cytotox,aSyn UTR inh,HSF1 inhib,HSF1 activator,AI-2 QS modul,SKKanGAS inh,HIF act,HSP90 refold inh,KLF5 inh,Platelet DG rel
Cc1csc(NC(=O)CSc2nnc(-c3ccco3)n2C)n1,-1,-17,1,-8,19,-3,0.1,-2,14,-1
COc1ccc(CCNC(=O)C(=O)NCC2OCCN2C(=O)c2ccc(Cl)cc2)cc1OC (configuration not stated),-1,20,3,2,28,6,0.0,-4,2,1
CCOC(=O)C1(Cc2ccc(OC)cc2)CCN(C(=O)CN2CCOC2=O)CC1,-3,3,4,27,-2,-2,0.6,1,-24,7
C=CCn1c(=N)n(CC(=O)OC)c2ccccc21,6,-20,2,11,11,-2,-0.4,-1,-20,1
CC1(C)CC(O)C(C)(C)N1O (configuration not stated),-3,12,-7,nt,5,-3,0.6,-2,6,6
CCOCCCNC(=O)C(c1ccc(Cl)cc1)N1CCN(C(=O)c2ccco2)CC1 (configuration not stated),2,-6,-10,-2,31,-3,-0.7,6,-38,-1
COc1cccc(NC(=O)c2ccc(N3C(=O)C4CC=C(C)CC4C3=O)cc2)c1 (configuration not stated),13,26,5,23,16,1,-0.5,-4,-29,-4
Cc1ccc(S(=O)(=O)N(CCCN2CCCC2=O)Cc2cc3c(C)ccc(C)c3[nH]c2=O)cc1,5,25,7,11,17,4,-0.1,0,-6,-4
O=C(COc1ccc(Br)cc1)Nc1ccccc1C(=O)N1CCOCC1,3,-1,0,1,5,-2,0.2,-4,1,-2
CCN(CC)S(=O)(=O)c1ccc(N2CCOCC2)c(NS(=O)(=O)c2ccc(C)c(C)c2)c1,-6,-15,-5,2,5,4,-0.1,-2,1,-7
COc1cc(-c2cn[nH]c2N)cc(OC)c1OC,6,-13,-2,24,8,9,-0.5,0,-4,-6
O=C(CSc1nnc2ccccn12)c1ccccc1,-6,-82,13,21,1,-2,2.6,-2,-71,-8
C=C1CCC(C)C(C)(CCC2=CCOC2=O)C/C=C\C=C/1C(=O)O (configuration not stated),nt,-10,-2,4,10,14,0.1,nt,nt,-1
Cn1c(=O)c(C(=O)Nc2ncccc2O)c(O)c2ccccc21,0,-147,6,21,33,8,2.0,4,-121,-1
Cc1ccc(C(=O)N2CCCCCC2)cc1Br,3,18,6,5,24,2,0.9,0,-1,7
COc1ccc(NC(=S)N2CCN(CCN3C(=O)c4cccc5cccc(c45)C3=O)CC2)cc1,-1,0,4,-1,1,10,-1.2,-1,0,18
N#Cc1c(C(F)(F)F)cc(-c2cccs2)nc1SC(C(=O)O)c1ccccc1 (configuration not stated),-3,-5,-1,-5,22,11,-1.4,-7,-27,9
COCCCNCCOCCOc1c(OC)cccc1OC,4,-2,-1,1,20,4,-0.6,0,9,-2
CCCn1c(SCC(=O)NC(C)(C)C)nnc1-c1ccco1,-2,1,-5,0,3,3,-0.1,-3,-42,0
Cc1cc(Nc2ccccc2)n(C(=O)c2ccc(Cl)cc2)n1,-5,-28,26,15,16,-3,-0.3,-2,-12,6
COc1ccc(N2CCN(C(=O)CCC(=O)N3CCOc4ccc(Cl)cc43)CC2)cc1,1,9,0,0,36,-3,-0.2,0,-22,1
C=CC(=O)Nc1ccc(Br)cc1,3,-34,5,19,16,4,-1.3,1,-10,-2
CC(OC(=O)c1ccc(S(=O)(=O)NCc2ccco2)cc1)C(=O)Nc1ccc(Cl)cn1 (configuration not stated),-8,-28,-4,-8,12,6,0.5,0,-2,-6
O=C(O)c1ccc(/C=N/NC(=O)C2CC2(c2ccccc2)c2ccccc2)cc1 (configuration not stated),1,11,0,11,20,3,-0.2,2,-4,0
Cn1cccc1/C=C1\SC(=O)N(c2ccccc2)C1=O,-3,-115,24,65*,22,2,1.5,1,-62,-12
O=C(Cn1cc(C(F)(F)F)cc(Cl)c1=O)NCCc1ccccc1,0,-33,1,6,25,-2,0.2,1,16,1
CC(C)OCCCNC(=O)CCc1nc(-c2ccccc2)no1,-10,-1,-10,-2,28,-12,-0.1,0,-16,1
CCOC(=O)c1[nH]c2ccccc2c1NC(=O)c1ccc(S(=O)(=O)N(C)C)cc1,4,23,-3,1,13,-2,-0.3,0,19,6
COc1cc(OC)c(-c2nnc(-c3ccc(OC)c(OC)c3OC)o2)cc1OC,16,32,-9,4,2,-7,-0.2,2,21,11
NC(=O)COc1ccc(-n2cnnn2)cc1,-2,18,?,-57,16,2,-0.5,-3,3,2
O=C1CN(C(=O)c2ccccc2)C(c2ccccc2)c2cc(F)ccc2N1 (configuration not stated),-4,6,-44,-53,-3,8,-0.7,5,16,-5
COc1cccc(CCNC(=O)C2CCC(=O)N(Cc3cccc(OC)c3)C2)c1 (configuration not stated),-1,-12,-1,-2,-3,-2,-0.9,-3,-32,5
O=C(COc1ccc(/C=N/NC(=O)c2ccncc2)cc1)Nc1cccc([N+](=O)[O-])c1,6,-44,-1,27,14,-1,0.8,-5,-5,0
CC(C)(C)OC(=O)N1CCC2(CC1)C(C#N)=C(N)OC1=C2C(=O)CCC1,1,-6,-2,-17,1,-8,0.3,-3,-26,-2
COc1ccccc1NS(=O)(=O)c1cccc(C(=O)N/N=C/c2cn(-c3ccccc3)nc2-c2ccccc2)c1,-4,52,9,13,29,16,1.3,1,-41,11
Cc1cccc(NS(=O)(=O)c2ccc(C(=O)N3CCC3)cc2)c1C,nt,-3,-11,-15,-2,-2,-0.2,nt,nt,2
CCOC(=O)CC(=O)CSc1nc2c(sc(=S)n2-c2ccc(C)c(C)c2)c(=O)[nH]1,2,-15,6,17,21,18,0.1,-3,-21,nt
COC(=O)C1CCN(C(=O)c2ccc(OC3CCN(Cc4ccccn4)CC3)cc2)CC1,2,-39,5,7,31,-2,0.1,-3,-10,1
Cc1ccc(C)c(N2CCN(C(=O)c3ccc(Cn4c(=S)[nH]c5ccc(N6CCOCC6)cc5c4=O)cc3)CC2)c1,-1,-25,9,7,16,25,1.0,-3,-15,1
CC(=O)c1cccc(NC(=O)N2CCCC2C(=O)NCCC(C)C)c1 (configuration not stated),4,2,-1,4,19,7,0.0,2,-18,-1
COc1ccc(OC)c(/C=N/Nc2nc(C)cc(=O)[nH]2)c1,2,3,0,9,14,3,-0.1,-2,-26,0
Cc1cc(-c2ccc(NC(=O)[C@@H]3CCCC[C@@H]3C(=O)O)c(C)c2)ccc1NC(=O)[C@@H]1CCCC[C@@H]1C(=O)O,4,-22,-5,-6,27,-3,0.5,-2,-39,7
COc1ccc(C(=O)N/N=C/c2c(C)nn(-c3ccccc3)c2OC)cc1,nt,-8,-10,-4,13,4,-0.2,nt,nt,14
CC(Sc1nnc(-c2ccco2)n1C)C(=O)N(C)C1CCCCC1 (configuration not stated),nt,-11,0,-2,16,5,-0.1,nt,nt,3
COC(=O)c1ccc(Oc2coc3cc(OCc4ccc([N+](=O)[O-])cc4)ccc3c2=O)cc1,-2,6,5,-2,18,2,-0.4,6,19,5
COc1ccc2c(-c3cc4ccc(OCc5ccc(F)cc5)cc4oc3=O)cc(=O)oc2c1,7,-44,8,31,25,-3,-1.1,4,-16,-13
O=C(Nc1nnc(-c2ccncc2)o1)C1CCCCC1,-6,-32,-5,2,24,-1,-0.4,6,-16,-11
Cc1nc2c(cnn2-c2ccccc2Cl)c(=O)n1-c1ccc(N2CCC(C)CC2)cc1,2,14,2,18,-4,-7,-0.9,8,6,-6
CCCS(=O)(=O)Nc1cc(C(F)(F)F)ccc1OCCOC,-2,14,-6,-1,11,-1,-0.1,-4,-32,0
OCCCNc1nc(-c2ccccc2)c2cc(Cl)ccc2n1,nt,30,-1,-9,18,1,-0.1,nt,nt,-17
CCOC(=O)c1c(CN(C)C)n(C)c2c(O)c(N=NC(N)=O)c3ccc(Br)cc3c12,9,-41,4,2,-3,20,-0.5,10,-7,-7
S=C(c1cccs1)N1CCCC1,-1,18,2,-12,-1,2,0.3,-2,-53,0
O=c1c2ccccc2oc2cc(NCCCN3CCOCC3)ccc12,6,-127,-27,-46,18,-1,7.7,-5,-128,3
CC(C#N)(Cc1ccccc1)Nc1ccccc1 (configuration not stated),nt,-8,1,-1,14,0,0.1,nt,nt,-9
O=c1[nH]nc(Cc2ccc([N+](=O)[O-])cc2)c2ccccc12,2,15,9,-9,5,10,-0.2,-3,-8,1
Cc1cc2c(cc1C)CSC(c1ccccc1OC(=O)C(C)(C)C)SC2,-6,17,18,6,21,26,-0.9,2,-30,-9
O=S(=O)(NCc1ccc(F)cc1)c1ccc(-c2cnc(C3CC3)o2)cc1,5,2,-4,-2,3,-13,0.1,6,-25,-12
Cc1ccccc1Nc1c(C)c(C)nc2ncnn12,-1,12,-2,9,11,-1,-17,-5,-13,6
COCCCN=Cc1c(C)[nH]n(-c2ccc(Br)cc2Br)c1=O,-7,-11,-4,-11,-4,-3,-0.1,-4,-19,0
COC(=O)c1ccccc1NC(=O)CSc1nnc(COc2cccc(OC)c2)n1C,0,14,0,-9,18,-3,-0.7,2,-7,-2

# (list continues)
SMILES,IEC-6 cytotox,aSyn UTR inh,HSF1 inhib,HSF1 activator,AI-2 QS modul,SKKanGAS inh,HIF act,HSP90 refold inh,KLF5 inh,Platelet DG rel
O=[N+]([O-])c1cccc(/C=C/C=N/Nc2nc(N3CCCCC3)nc(N3CCCCC3)n2)c1,6,22,-1,3,-7,13,2.2,-1,-22,-1
CC1CCc2c(sc3nc(CSc4n[nH]c(N)n4)[nH]c(=O)c23)C1 (configuration not stated),3,-92,10,22,8,-6,1.1,-2,1,-8
CC1(C)CC(=O)C(C=NCCN2CCN(CC(=O)Nc3ccccc3)CC2)=C(O)C1,2,14,2,2,35,-9,-0.1,0,-9,-4
CN(CCO)c1ncnc2c1sc1nc(N3CCOCC3)c3c(c12)CCC3,6,-7,3,1,23,7,-0.1,3,11,2
CCCOc1ccc(-c2nc(C#N)c(N3CCN(CC)CC3)o2)cc1,0,-5,-2,-11,6,7,-0.1,-4,-11,2
O=C(CNS(=O)(=O)c1cccc(Br)c1)NCCCc1ccccc1,9,24,3,10,30,-5,-0.2,0,8,-25
CC(=O)Nc1ccc(OCc2cccc3ccccc23)cc1,9,92*,3,14,35,-4,-34,0,9,-15
Cc1cc(C(=O)N/N=C/c2ccc(Br)o2)n[nH]1,-12,-27,3,8,19,4,-0.9,-6,-26,-3
O=C(/C(=C/c1cccc(Cl)c1)c1nc2ccccc2[nH]1)c1ccccc1,-1,-338,158,199*,29,-4,-30,0,-37,-13
CCC(C)(C)NC(=O)C(c1ccc(C)cc1)N(CC1CCCO1)C(=O)CCC(=O)Nc1ccccn1 (configuration not stated),7,0,-1,0,nt,2,-1.6,4,-32,3
COC(=O)CCCC(=O)N1CCC(n2nccc2NC(=O)CCOc2ccccc2)CC1,-1,-29,0,8,1,1,0.7,2,-34,0
O=C(NC1CC1)c1sc2cc([N+](=O)[O-])ccc2c1Cl,-6,-12,-2,13,21,-3,0.5,1,-7,-2
CCCNC(=O)c1c(CSc2ccc(Cl)cc2)noc1C(=O)NCc1ccccc1,nt,18,25,54*,12,32,-0.2,nt,nt,-2
